CHRM4 PAM – human M4 muscarinic receptor positive allosteric modulators, primary screen, CHO-K1 cells, Fluo-8 calcium fluorescence; Muscarinic acetylcholine receptor M4 (Homo sapiens), P08173; CHO-K1 hM4/Gqi5, ACh EC20; 0% = ACh EC20, 100% = maximal ACh; activation, % at 3 µM; hit rate 0.4% among 360,000; AID 624126, 2012;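 active = activation above its plate's cutoff, the mean activation of sample wells plus 3 SD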; note: some results filed as inactive read as strong as hits
Target sequence (P08173 whole entry, looked up): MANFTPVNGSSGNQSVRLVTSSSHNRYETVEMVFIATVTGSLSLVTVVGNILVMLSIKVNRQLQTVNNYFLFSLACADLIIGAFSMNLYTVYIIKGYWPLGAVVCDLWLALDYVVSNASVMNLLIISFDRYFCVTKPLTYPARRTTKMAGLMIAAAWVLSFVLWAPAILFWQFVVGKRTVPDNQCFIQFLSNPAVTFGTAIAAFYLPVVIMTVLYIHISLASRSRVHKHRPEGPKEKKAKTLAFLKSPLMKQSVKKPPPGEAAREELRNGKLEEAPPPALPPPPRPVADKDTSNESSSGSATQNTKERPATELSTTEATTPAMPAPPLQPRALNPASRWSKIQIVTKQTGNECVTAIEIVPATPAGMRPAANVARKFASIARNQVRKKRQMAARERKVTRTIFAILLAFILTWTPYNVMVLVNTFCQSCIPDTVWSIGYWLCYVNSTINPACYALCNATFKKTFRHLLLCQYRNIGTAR
M4 ag – human M4 muscarinic receptor agonists, primary screen, CHO-K1 cells, Fluo-8 calcium fluorescence. Muscarinic acetylcholine receptor M4 (Homo sapiens), P08173. CHO-K1 hM4/Gqi5; vehicle 0%, full acetylcholine response 100%. activation, % at 3 µM. hit rate 0.14% among 360,000;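 active = activation above the run mean over all test wells plus 3 SD, cut at about 32% in these data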;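 note: peak over basal fluorescence ratio per well then scaled between controls; 0% = DMSO wells and 100% = acetylcholine at EC100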
M1 PAM parental – nonselective calcium activators in parental CHO-K1 cells, primary screen, counter-screen for M1 PAM project, cell-based, Fluo-8 calcium fluorescence, full deck, 1536-well. ATP EC20; 0% at ATP EC20, 100% at ATP max. activation, % at 3 µM. hit rate 0.02% among 360,000. AID 602247, 2012;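 active = activation above the run cutoff, the mean activation of all test compounds plus 3 SD, cut at about 40% in these data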;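 note: peak over basal fluorescence ratio in a 140 s read after ATP addition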
M4 antag – human M4 muscarinic receptor antagonists, primary screen, CHO cells, Fluo-8 calcium fluorescence; AID 624125, 2012; inhibition, % at 3 µM; hit rate 0.73% among 360,000; Muscarinic acetylcholine receptor M4 (Homo sapiens), P08173; CHO-hM4 cells, ACh EC80;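 active = inhibition above its plate's cutoff, the mean inhibition of sample wells plus 3 SD, cut at about 27% in these data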;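 note: 0% = acetylcholine EC80 with DMSO and 100% = DMSO without agonist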
CHO-K1 Ca antag – M1 antagonist counterscreen hit in parental CHO-K1 cells. AID 602250. ATP-induced calcium, Fluo-8 fluorescence. hit rate 0.6% among 360,000. inhibition, % at 3 µM;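 active = inhibition above a per-plate cutoff, the plate's mean sample inhibition plus 3 SD, cut at about 24% in these data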;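 note: 0% = DMSO plus EC80 ATP and 100% = DMSO alone without ATP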
CHO-K1 Ca ag – counter-screen for M1 agonists: effect in parental CHO-K1 cells; hit rate 0.48% among 360,000; AID 602248, 2012; activation, % at 3 µM; Fluo-8 calcium fluorescence; scaled to maximal ATP response, vehicle zero; in the data active = activation above about 15%;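 note: untransfected CHO-K1 host cells lacking M1 receptor as counterscreen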
M5 antag – human M5 muscarinic receptor antagonists, primary screen, CHO cells, Fluo-8 calcium fluorescence | hit rate 0.59% among 360,000 | CHO-hM5 cells, ACh EC80 | AID 624040, 2012 | inhibition, % at 3 µM;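 active = inhibition above a per-plate cutoff, the mean of that plate's test compounds plus 3 SD, cut at about 27% in these data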;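 note: 0% = acetylcholine EC80 with DMSO and 100% = DMSO without agonist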
Target sequence (P08912 whole entry, looked up): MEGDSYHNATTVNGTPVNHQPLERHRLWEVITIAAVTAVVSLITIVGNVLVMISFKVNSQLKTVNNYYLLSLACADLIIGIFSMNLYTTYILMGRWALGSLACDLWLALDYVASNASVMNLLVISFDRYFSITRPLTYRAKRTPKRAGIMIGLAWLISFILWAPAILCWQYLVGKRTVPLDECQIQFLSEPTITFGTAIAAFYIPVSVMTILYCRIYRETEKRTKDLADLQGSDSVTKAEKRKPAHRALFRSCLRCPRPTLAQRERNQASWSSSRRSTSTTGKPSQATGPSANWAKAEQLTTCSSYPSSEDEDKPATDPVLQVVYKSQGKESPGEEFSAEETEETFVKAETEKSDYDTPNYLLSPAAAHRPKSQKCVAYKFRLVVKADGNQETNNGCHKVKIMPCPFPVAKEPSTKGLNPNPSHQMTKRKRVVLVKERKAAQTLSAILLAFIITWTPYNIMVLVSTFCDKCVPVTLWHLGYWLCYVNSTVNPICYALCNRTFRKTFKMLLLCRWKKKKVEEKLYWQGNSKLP
M5 PAM – human M5 muscarinic receptor positive allosteric modulators, primary screen, CHO-K1 cells, Fluo-8 calcium fluorescence | hit rate 0.3% among 360,000 | Muscarinic acetylcholine receptor M5 (Homo sapiens), P08912 | activation, % at 3 µM | CHO-K1 hM5, ACh EC20 PAM; 0% = ACh EC20, 100% = ACh EC100;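 active = activation above the run cutoff, the mean activation of all test compounds plus 3 SD, cut at about 18% in these data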
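Assay system – human M5 receptor in CHO-K1 cells · Read-out – % activation, ACh-normalized · Technique – Fluo-8 calcium fluorescence · Dosing – single-point, 3 µM nominal · Incubation – Fluo-8 loading 80 min at 37 °C plus 30 min room temperature · Repeats – singlicate, one well per test compound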
CHRM5 agonist – human M5 muscarinic receptor agonists, primary screen, CHO-K1 cells, Fluo-8 calcium fluorescence; CHO-K1 hM5 cells; 0% DMSO wells, 100% maximal acetylcholine response; activation, % at 3 µM; AID 624037, 2012; hit rate 0.19% among 360,000; Muscarinic acetylcholine receptor M5 (Homo sapiens), P08912;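 active = activation above the run's mean over test compounds plus 3 SD, cut at about 23% in these data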;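 note: signal is peak over basal fluorescence ratio across the kinetic read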
Active calls of the source: *. Rows are unselected. Share with any hit: about 2.7%.

SMILES	CHRM4 PAM	M4 ag	M1 PAM parental	M4 antag	CHO-K1 Ca antag	CHO-K1 Ca ag	M5 antag	M5 PAM	CHRM5 agonist
O=C(COC(=O)c1ccc(Cl)nc1)NCc1cccs1	-2	1	17	-11	-17	0.7	12	-13	0
CCOc1ccccc1NC(=O)C(NCC1CCCCC1)c1ccccc1 (stereo unspecified)	-5	-1	19	3	-16	-0.5	3	9	0
COc1ccc(C(=O)OCC(=O)N2CCCCC2)cc1[N+](=O)[O-]	15	2	8	-6	-19	0.7	6	1	-1
CCC(=O)Nc1c(-c2cccs2)c(=O)c2ccccc2n1C	2	1	-3	1	-4	-0.1	-1	-7	-2
Cc1cccc(OCC(=O)NCc2n[nH]c(=O)c3ccccc23)c1	-5	1	12	1	0	0.6	-10	0	0
O=C(CSC1=NS(=O)(=O)c2ccccc2N1)N1CCCCC1	8	2	5	-1	1	0.9	5	-1	1
COc1ccc(-c2nc3ccccc3c(=O)n2NC(=O)Cc2ccccc2)cc1	-3	2	8	6	7	0.5	-4	1	-1
C=CCNC(=S)N1CCN(CCN=CC2=C(O)CC(c3ccc(Cl)cc3)CC2=O)CC1 (stereo unspecified)	-9	8	3	-2	-23	3.2	3	3	-2
CCOC(=O)C(N)CSC1CC(=O)N(c2ccc(OCC)cc2)C1=O (stereo unspecified)	-4	1	3	11	-6	0.4	2	-2	1
c1coc(-c2nnc3sc(C4CCCCC4)nn23)c1	4	-1	12	-4	-2	-0.3	2	-3	-2
CCC12CN(C(=O)c3ccc([N+](=O)[O-])cc3)CC(CC)(CN(C(=O)c3ccc([N+](=O)[O-])cc3)C1)C2=O	-6	1	11	3	-4	0.0	-2	-3	3
CCCCN(CC)CCCNC(=O)c1ccc2c(c1)N(CC)C(=O)c1ccccc1S2(=O)=O	-7	0	16	1	-13	0.9	13	-6	-9
Cc1occc(=O)c1OC(=O)Nc1ccccc1	7	2	11	0	-14	0.5	-3	-1	-1
CN(C)C1=NCCN1CC1CCCCC1	-1	-1	8	-4	-11	-0.2	2	-8	-9
CCOc1cc(-c2nc(-c3ccc(OC)cc3)no2)cc(OCC)c1OCC	8	1	11	-5	-10	0.0	-2	9	-1
C/C=C/c1ccc(OCCCNC2CCCC2)c(OC)c1	-7	0	17	1	2	0.7	10	3	-10
COc1ccc(CCNC(=O)CSc2nc(=O)n3cc(C)ccc3n2)cc1OC	1	0	14	0	-7	2.4	3	8	-1
CCOc1cc(/C=N/NC(N)=S)cc(Br)c1OCc1ccccc1C	-3	0	6	1	16	3.4	-1	-11	-1
O=[N+]([O-])c1ccc(-c2c(O)c3ccccc3c3nc4ccccc4nc23)cc1	-7	1	17	8	-3	1.6	-1	6	0
CCCC(c1nnnn1Cc1cccs1)N1CCN(C2CCCC2)CC1 (stereo unspecified)	0	5	-4	-9	-4	1.1	4	-3	-9
COc1ccc(/C=N/NC(=O)CNC(=O)c2ccc(S(=O)(=O)N3CCOCC3)cc2)cc1OC	11	0	15	6	0	0.2	-2	2	-1
COc1ccc(S(=O)(=O)N2CCOCC2)cc1NC(=O)CCc1nc2ccccc2c(=O)[nH]1	0	0	-9	0	14	-0.1	6	-7	-6
COc1cc(/C=N/n2c(C3CCCCC3)n[nH]c2=S)cc(Br)c1O	4	0	24	5	-16	-0.1	-5	5	-3
Cc1ccc(Cn2ccsc2=NC(=O)CCl)cc1	-1	1	20	-3	-14	1.8	1	7	-2
CCOc1ccc(-n2cc(C(=O)NCc3ccco3)c3cc(OC)c(OC)cc3c2=O)cc1	-8	11	7	3	2	3.5	7	-8	0
O=C1CCN1C1(C(=O)NC2CCCCC2)CCCC1	4	1	-4	-13	8	0.4	-5	3	-3
Cc1nc2ccccc2c(=O)n1CCN1CCOCC1	-1	1	10	1	-15	0.2	8	-6	1
C=CCc1ccccc1OCC(O)CN1CCN(C(=O)OCC)CC1 (stereo unspecified)	-2	4	22	9	-10	3.2	7	-3	-10
CCCCOCCCNC(=O)C[C@@H]1C[C@@]2(C(=O)OCC)CCC=C2N(Cc2ccccc2)C1=O	8	-1	6	-4	-18	-0.9	4	-1	-1
CC(C)(C)c1ccc(Oc2ccc(NC(=O)C3CC=CCC3C(=O)O)cc2)cc1 (stereo unspecified)	-5	0	8	-2	0	0.0	-10	3	2

The closing three compounds of the part above lead into the next.
SMILES	CHRM4 PAM	M4 ag	M1 PAM parental	M4 antag	CHO-K1 Ca antag	CHO-K1 Ca ag	M5 antag	M5 PAM	CHRM5 agonist
C=CCc1ccccc1OCC(O)CN1CCN(C(=O)OCC)CC1 (stereo unspecified)	-2	4	22	9	-10	3.2	7	-3	-10
CCCCOCCCNC(=O)C[C@@H]1C[C@@]2(C(=O)OCC)CCC=C2N(Cc2ccccc2)C1=O	8	-1	6	-4	-18	-0.9	4	-1	-1
CC(C)(C)c1ccc(Oc2ccc(NC(=O)C3CC=CCC3C(=O)O)cc2)cc1 (stereo unspecified)	-5	0	8	-2	0	0.0	-10	3	2
CC(=O)Nc1ccc(C2NC(=S)N(c3ccccc3C(F)(F)F)C(C)=C2C(=O)N2CCOCC2)cc1 (stereo unspecified)	2	1	9	-11	-9	0.4	-1	10	5
COc1ccccc1-c1nnc(SCC(=O)O)n1C	16	-1	19	5	-8	0.6	12	-5	-3
Cc1ccccc1S(=O)(=O)Cc1ccc(C(=O)NC2CCCCC2C)o1 (stereo unspecified)	2	6	24	2	7	4.1	-8	3	1
C[C@H](CO)N1C[C@H](C)[C@@H](CN(C)S(=O)(=O)c2ccccc2)Oc2c(NC(=O)Nc3ccccc3)cccc2C1=O	-8	12	20	-5	-9	4.2	11	-6	0
O=C(COC(=O)/C=C/c1ccccc1)Nc1ccccc1Br	0	-1	8	7	-8	0.0	0	-1	-4
COc1ccc(OC)c(S(=O)(=O)Nc2ccc(O)c3ccccc23)c1	-1	3	-6	-5	-5	0.1	-1	2	2
CCOc1ccccc1NC(=O)N1CCC(NC(=O)c2ccccc2C)CC1	6	3	15	-5	-7	0.6	-6	-3	-1
CCOC(=O)Cc1csc(SCC(=O)Nc2cccc(C#N)c2)n1	-4	4	20	8	-9	2.5	-2	-3	2
Cc1ccc(-n2ncc3c(NCCCN4CCOCC4)ncnc32)c(C)c1	6	-1	25	-8	-9	-0.2	-5	4	-5
N=C1/C(=C\c2ccc(OC(=O)c3ccc(F)cc3)cc2)C(=O)N=C2SC(N3CCCC3)=NN12	-6	16	6	3	1	4.1	-1	-2	2
Cc1cc(C)cc(N(CC(=O)NC(C)(C)C)C(=O)CCC(=O)Nc2nccs2)c1	10	0	-1	-5	-2	-0.1	2	14	5
COC(=O)c1nc2n(n1)C(c1ccccc1OC)C1=C(CCCC1=O)N2 (stereo unspecified)	-1	1	-2	4	-4	-0.1	0	-1	-1
CCc1nc2ccc(C(=O)NCCCN3CCCC3=O)cn2c1N(C)CCC(C)C	-5	0	19	7	-2	0.4	4	-1	-9
CCOC(=O)c1cc(C#N)c(SC)nc1C	19	0	21	-6	-14	0.8	11	5	1
CCOc1ccc2[nH]c3c(c2c1)CNCC3	-1	0	12	-5	-14	0.5	16	-1	-5

Full records, quoted from the list.
CCOc1ccccc1NC(=O)N1CCC(NC(=O)c2ccccc2C)CC1 reads CHRM4 PAM: 6; M4 ag: 3; M1 PAM parental: 15; M4 antag: -5; CHO-K1 Ca antag: -7; CHO-K1 Ca ag: 0.6; M5 antag: -6; M5 PAM: -3; CHRM5 agonist: -1
O=C(COC(=O)/C=C/c1ccccc1)Nc1ccccc1Br reads CHRM4 PAM: 0; M4 ag: -1; M1 PAM parental: 8; M4 antag: 7; CHO-K1 Ca antag: -8; CHO-K1 Ca ag: 0.0; M5 antag: 0; M5 PAM: -1; CHRM5 agonist: -4
CC(=O)Nc1ccc(C2NC(=S)N(c3ccccc3C(F)(F)F)C(C)=C2C(=O)N2CCOCC2)cc1 (stereo unspecified) reads CHRM4 PAM: 2; M4 ag: 1; M1 PAM parental: 9; M4 antag: -11; CHO-K1 Ca antag: -9; CHO-K1 Ca ag: 0.4; M5 antag: -1; M5 PAM: 10; CHRM5 agonist: 5

2 records picked at random from the list so far:
SMILES	CHRM4 PAM	M4 ag	M1 PAM parental	M4 antag	CHO-K1 Ca antag	CHO-K1 Ca ag	M5 antag	M5 PAM	CHRM5 agonist
Cc1ccc(-n2ncc3c(NCCCN4CCOCC4)ncnc32)c(C)c1	6	-1	25	-8	-9	-0.2	-5	4	-5
COc1ccccc1-c1nnc(SCC(=O)O)n1C	16	-1	19	5	-8	0.6	12	-5	-3

Further results follow.
SMILES	CHRM4 PAM	M4 ag	M1 PAM parental	M4 antag	CHO-K1 Ca antag	CHO-K1 Ca ag	M5 antag	M5 PAM	CHRM5 agonist
Cc1c(CCO)sc[n+]1CC(=O)OCCC12CC3CC(CC(C3)C1)C2	13	2	19	-11	-10	0.1	-9	4	-10
O=C(COC(=O)c1cccc(S(=O)(=O)N2CCc3ccccc32)c1)NCc1ccco1	-11	7	1	-9	-10	5.2	6	-6	-13
C(=N\Nc1nc(-c2ccccc2)cs1)/c1ccco1	0	2	13	-6	-4	0.7	3	-3	0
CN1CCCC1CN1CCCC1 (stereo unspecified)	1	0	15	5	-10	0.6	-2	4	4
COc1ccc(CCNCC(O)COc2cccc(C(C)=O)c2)cc1OC (stereo unspecified)	-5	1	0	5	-7	1.2	-7	2	-4
COc1ccccc1C(NC(C)=O)c1c(O)ccc2ccc(O)cc12 (stereo unspecified)	-3	0	7	1	-13	-0.1	6	7	1
COc1cc(SC)ccc1C(=O)NCCOc1ccc(C)c(C)c1	-13	-1	9	7	1	0.0	-1	-5	-2
Cc1ccc(-n2nnnc2Sc2nc([N+](=O)[O-])nn2C)cc1	1	1	0	0	11	0.1	-2	3	-4
CS(=O)(=O)N1CCN(c2ccccc2NC(=O)c2cccnc2Cl)CC1	-3	1	23	5	-8	0.5	-6	-1	0
Cc1ccc(C)c(CSc2nnc([C@@H](N)C(C)C)o2)c1	16	1	-1	12	7	-0.1	-3	0	0
COc1ccc(NC(=O)Cc2c(SC)c3ccccc3n2Cc2ccccc2)cc1	-3	0	9	-3	-2	-0.1	6	-6	-3
O=C(COC(=O)c1ccc[nH]c1=O)Nc1ccc(N2CCCCC2)cc1	-2	1	12	-1	-12	0.9	5	3	2
Cc1ccc(NC(=O)c2ccc(Cn3cc([N+](=O)[O-])cn3)cc2)c(C)c1	6	3	12	7	-2	4.6	6	-2	2
CS(=O)(=O)c1ccc(Cl)c(NC(=O)COC(=O)c2cccc(C#N)c2)c1	0	1	0	-2	-10	0.2	4	3	1
